# NSD2 inh: inhibitors of human NSD2 methyltransferase | O96028 | NSD2-SET H3K36me1 DELFIA fluorescence, biochemical | inhibition, % at 12.5 µM | 0.07% of 44,000 active; in the data active means inhibition above about 54%, passing the limit was not always enough;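 further: inhibitors reduce the monomethyl H3K36 fluorescence signal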
# Target sequence (O96028 whole entry, looked up): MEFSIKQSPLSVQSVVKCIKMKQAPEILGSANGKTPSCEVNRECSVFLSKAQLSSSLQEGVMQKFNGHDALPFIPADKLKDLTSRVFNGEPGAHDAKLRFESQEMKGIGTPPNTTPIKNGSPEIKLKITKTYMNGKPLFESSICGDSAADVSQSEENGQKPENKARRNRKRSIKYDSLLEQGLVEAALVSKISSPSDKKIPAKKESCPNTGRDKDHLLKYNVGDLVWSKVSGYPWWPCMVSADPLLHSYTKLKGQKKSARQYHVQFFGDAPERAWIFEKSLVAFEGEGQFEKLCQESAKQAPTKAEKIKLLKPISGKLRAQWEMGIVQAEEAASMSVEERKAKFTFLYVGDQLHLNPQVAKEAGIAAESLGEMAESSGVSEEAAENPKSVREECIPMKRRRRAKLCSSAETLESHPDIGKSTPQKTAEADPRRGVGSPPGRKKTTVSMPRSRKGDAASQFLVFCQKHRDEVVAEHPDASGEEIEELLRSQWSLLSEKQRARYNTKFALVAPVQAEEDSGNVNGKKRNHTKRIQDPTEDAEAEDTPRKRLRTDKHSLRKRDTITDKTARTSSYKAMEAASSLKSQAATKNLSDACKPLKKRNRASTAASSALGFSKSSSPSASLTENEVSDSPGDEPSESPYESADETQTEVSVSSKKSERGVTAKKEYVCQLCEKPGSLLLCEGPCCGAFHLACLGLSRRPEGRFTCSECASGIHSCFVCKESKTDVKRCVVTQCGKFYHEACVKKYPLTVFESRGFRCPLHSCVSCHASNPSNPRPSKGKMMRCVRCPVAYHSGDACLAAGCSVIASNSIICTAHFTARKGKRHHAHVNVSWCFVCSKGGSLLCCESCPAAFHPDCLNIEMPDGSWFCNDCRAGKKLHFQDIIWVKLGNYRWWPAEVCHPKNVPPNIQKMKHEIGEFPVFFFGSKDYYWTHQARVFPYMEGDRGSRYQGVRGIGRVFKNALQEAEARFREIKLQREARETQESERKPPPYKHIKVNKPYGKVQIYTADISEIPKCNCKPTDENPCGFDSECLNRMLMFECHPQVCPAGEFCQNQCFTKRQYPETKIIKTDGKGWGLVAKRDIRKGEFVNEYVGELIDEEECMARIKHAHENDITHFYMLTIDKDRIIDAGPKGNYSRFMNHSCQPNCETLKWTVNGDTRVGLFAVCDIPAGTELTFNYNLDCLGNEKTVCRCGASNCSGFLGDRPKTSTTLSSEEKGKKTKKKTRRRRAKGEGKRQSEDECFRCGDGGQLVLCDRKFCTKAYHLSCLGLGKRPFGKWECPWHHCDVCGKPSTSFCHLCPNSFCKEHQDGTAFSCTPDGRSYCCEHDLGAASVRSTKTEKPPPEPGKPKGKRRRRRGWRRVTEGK
# Active calls of the source: *. This is a subset (hit frequency here may not be typical).
Compound | NSD2 inh
[N-]=[N+]=NCc1ccccc1C[C@]1(C(=O)NCC(O)CO)COC(c2ccc(OCCCO)cc2)=N1 (stereo partly drawn) | 1
C[C@@H]1CN([C@H](C)CO)C(=O)c2cc(-c3ccc(F)cc3)cnc2O[C@H]1CN(C)C(=O)c1ccccn1 | -4
C[C@H]1CN([C@@H](C)CO)C(=O)CCCn2cc(nn2)CO[C@H]1CN(C)C(=O)Nc1ccc(N2CCCCC2)cc1 | -8
Cc1noc(C)c1S(=O)(=O)N(C)C[C@@H]1Oc2ccc(NC(=O)Nc3ccc(C(F)(F)F)cc3)cc2CC(=O)N([C@H](C)CO)C[C@@H]1C | 3
C[C@@H]1CCCCO[C@@H](CN(C)Cc2ccc3c(c2)OCO3)[C@H](C)CN([C@H](C)CO)C(=O)c2cc(NC(=O)Nc3ccccc3)ccc2O1 | 18
C[C@@H]1CCCCO[C@@H](CN(C)Cc2ccccc2)[C@@H](C)CN([C@@H](C)CO)C(=O)c2cc(NS(=O)(=O)c3ccc(F)cc3)ccc2O1 | -2
COc1cc(Br)c(/C=N/NC(=O)c2ccccn2)cc1OC | -1
CC(C)CC#Cc1ccc2c(c1)O[C@H](CN(C)CC1CCOCC1)[C@@H](C)CN([C@H](C)CO)S2(=O)=O | 11
COc1ccc(NC(=O)Nc2ccc3c(c2)CC(=O)N([C@H](C)CO)C[C@H](C)[C@H](CN(C)S(=O)(=O)c2ccc(Cl)cc2)O3)cc1 | 4
CC(=O)c1ccc(O[C@@H]2O[C@H](CO)[C@@H](O)[C@H](O)[C@H]2O)c(/C=C/C(C)(C)O)c1 | 4
CC(C)CC#Cc1cnc2c(c1)C(=O)N([C@@H](C)CO)C[C@@H](C)[C@H](CN(C)C(=O)C1CCOCC1)O2 | -4
CC(C)C#Cc1ccc2c(c1)O[C@H](CN(C)C(=O)c1cccnc1)[C@@H](C)CN([C@@H](C)CO)S2(=O)=O | -9
C=C1CCC2(C(=O)OC3OC(CO)C(O)C(O)C3O)CCC3(C)C(=CCC4C5(C)CC(O)C(OC6OCC(O)C(O)C6OC6OC(CO)C(O)C(O)C6O)C(C)(CO)C5CCC43C)C2C1 (stereo not drawn) | -2
C[C@@H]1CN([C@@H](C)CO)C(=O)c2cc(NC(=O)C3CCCCC3)ccc2O[C@H]1CN(C)CC1CCCCC1 | -1
C[C@@H]1CCCCO[C@H](CN(C)CC2CCCCC2)[C@H](C)CN([C@H](C)CO)C(=O)c2cc(NC(=O)Nc3cccc4ccccc34)ccc2O1 | 3

# (more compounds)
Compound | NSD2 inh
CCC(=O)N(C)C[C@@H]1Oc2ncc(-c3ccc(C)cc3)cc2C(=O)N([C@H](C)CO)C[C@@H]1C | 14
C[C@@H]1CN([C@H](C)CO)C(=O)c2cc(NS(=O)(=O)c3ccccc3)ccc2O[C@@H]1CN(C)CC1CC1 | -2
C[C@H](CO)N1C[C@H](C)[C@@H](CN(C)S(C)(=O)=O)Oc2ccc(NC(=O)NC3CCCCC3)cc2CC1=O | 0
CC(C)NC(=O)Nc1ccc2c(c1)C(=O)N([C@H](C)CO)C[C@@H](C)[C@@H](CN(C)Cc1ccc(C(F)(F)F)cc1)OCCCC[C@@H](C)O2 | -8
C[C@H]1CN([C@@H](C)CO)C(=O)c2cc(Br)cnc2O[C@@H]1CN(C)Cc1ccncc1 | -2
CCO[C@@H]1OC(C(=O)N2CCOCC2)=C[C@H](c2ccc(Br)cc2)[C@H]1CCCO | 24
CCn1c(O)c(/C=C2/C=CC=N2)c(=O)[nH]c1=S | 22
C[C@H]1CN([C@@H](C)CO)C(=O)c2cc(C#CC3(O)CCCC3)cnc2O[C@@H]1CN(C)Cc1cccnc1 | 1
C[C@@H]1CN([C@H](C)CO)C(=O)c2cccc(NC(=O)c3ccc(-c4nccs4)cc3)c2O[C@@H]1CN(C)Cc1ccc2c(c1)OCO2 | -1
C[C@H](CO)N1C[C@H](C)[C@H](CN(C)CC2CCCCC2)OCCCC[C@H](C)Oc2ccc(NC(=O)C3CCCCC3)cc2C1=O | -3
c1ccc(-c2csc3ncn4cnnc4c23)cc1 | 6
Cc1ccc(-c2cnc3c(c2)C(=O)N([C@H](C)CO)C[C@H](C)[C@@H](CN(C)C(=O)c2ccc(F)cc2)O3)cc1 | -2
COCC#Cc1cnc2c(c1)C(=O)N([C@@H](C)CO)C[C@H](C)[C@H](CN(C)C(=O)CN1CCOCC1)O2 | -7
C[C@@H]1CCCCO[C@@H](CN(C)C(=O)c2ccccc2)[C@H](C)CN([C@H](C)CO)C(=O)c2cc(NS(=O)(=O)c3cn(C)cn3)ccc2O1 | 2
C[C@@H]1CCCCO[C@H](CN(C)C(=O)Nc2ccc(F)cc2)[C@@H](C)CN([C@H](C)CO)C(=O)c2cc(NC(=O)Nc3ccc4c(c3)OCO4)ccc2O1 | -15

# Reprinted from the part before: 3 entries, then new ones.
Compound | NSD2 inh
COCC#Cc1cnc2c(c1)C(=O)N([C@@H](C)CO)C[C@H](C)[C@H](CN(C)C(=O)CN1CCOCC1)O2 | -7
C[C@@H]1CCCCO[C@@H](CN(C)C(=O)c2ccccc2)[C@H](C)CN([C@H](C)CO)C(=O)c2cc(NS(=O)(=O)c3cn(C)cn3)ccc2O1 | 2
C[C@@H]1CCCCO[C@H](CN(C)C(=O)Nc2ccc(F)cc2)[C@@H](C)CN([C@H](C)CO)C(=O)c2cc(NC(=O)Nc3ccc4c(c3)OCO4)ccc2O1 | -15
COC(=O)C1=COC(OC2OC(CO)C(O)C(O)C2O)C2C1C(O)CC2(C)OC(C)=O (stereo not drawn) | 6
COC(=O)C[C@@H]1CC[C@@H](NC(=O)c2ccccc2)[C@H](CO)O1 | 0
C[C@@H]1CN([C@H](C)CO)C(=O)Cc2cc(NS(=O)(=O)c3cccs3)ccc2O[C@H]1CN(C)Cc1ccccc1 | -7
CC(C)NC(=O)Nc1cccc2c1O[C@H](CN(C)Cc1ccc(Oc3ccccc3)cc1)[C@H](C)CN([C@@H](C)CO)C2=O | 3
COc1ccc(NC(=O)Nc2cccc3c2O[C@H](CN(C)C(=O)Nc2ccc(C(F)(F)F)cc2)[C@H](C)CN([C@H](C)CO)C3=O)cc1 | -5
Cc1noc(C)c1S(=O)(=O)Nc1ccc2c(c1)C(=O)N([C@@H](C)CO)C[C@H](C)[C@@H](CN(C)C(=O)Nc1ccccc1)OCCCC[C@H](C)O2 | -2
COc1ccccc1S(=O)(=O)N[C@@H]1C=C[C@@H](CC(=O)N2CCOCC2)O[C@@H]1CO | 7
C[C@@H]1CN([C@@H](C)CO)C(=O)CCCn2nncc2CO[C@H]1CN(C)Cc1ccccc1 | -1
C[C@@H]1CN([C@@H](C)CO)C(=O)c2cccc(NC(=O)c3cnccn3)c2O[C@H]1CN(C)C(=O)Nc1cccc2ccccc12 | 1
COCC(=O)Nc1ccc2c(c1)[C@H]1C[C@H](CC(=O)NCc3ccc(-c4ccccc4)cc3)O[C@H](CO)[C@H]1O2 | 8
CCCN(C)C[C@@H]1Oc2cc(C3=CCCCC3)ccc2S(=O)(=O)N([C@@H](C)CO)C[C@H]1C | -4
CNC[C@@H]1OCCCC[C@@H](C)Oc2ccc(NC(=O)c3ccncc3)cc2C(=O)N([C@H](C)CO)C[C@@H]1C | 32
CC(=O)N(C)C[C@H]1Oc2ncc(C#CCc3ccccc3)cc2C(=O)N([C@@H](C)CO)C[C@H]1C | -4
C[C@@H]1CN([C@H](C)CO)C(=O)c2cc(NC(=O)Nc3ccccc3)ccc2O[C@H]1CN(C)C(=O)Nc1cccc2ccccc12 | 3
COc1cc2c(cc1OC)CN(C(=O)[C@@H]1[C@H]3C(=O)O[C@H](c4ccccc4)[C@H](c4ccccc4)N3[C@H](c3ccccc3OCCO)[C@@]13C(=O)Nc1ccccc13)CC2 | -1

# (next part)
Compound | NSD2 inh
COc1ccccc1C#Cc1cnc2c(c1)C(=O)N([C@@H](C)CO)C[C@@H](C)[C@@H](CN(C)C(=O)CN(C)C)O2 | 6
C[C@@H]1CCCCO[C@@H](CN(C)C(=O)c2ccncc2)[C@@H](C)CN([C@@H](C)CO)C(=O)c2cc(NS(=O)(=O)c3ccc(Cl)cc3)ccc2O1 | -2
CC(C)[C@@H]1NC(=O)[C@H](Cc2ccccc2)NC(=O)[C@@H](CC(=O)O)NC(=O)CNC(=O)[C@H](CCCN=C(N)N)NC1=O | -2
C[C@H](CO)N1C[C@H](C)[C@H](CN(C)Cc2ccc(Cl)c(Cl)c2)OCc2cnnn2CCCC1=O | 3
C[C@H]1CN([C@@H](C)CO)S(=O)(=O)c2ccc(-c3cccnc3)cc2O[C@H]1CN(C)Cc1ccncc1 | -5
CC(C)C#Cc1ccc2c(c1)O[C@H](CN(C)C(=O)Cc1ccccn1)[C@H](C)CN([C@H](C)CO)S2(=O)=O | -1
C[C@@H]1CN([C@@H](C)CO)C(=O)Cc2cc(NC(=O)C3CCCCC3)ccc2O[C@H]1CN(C)C(=O)Nc1cccc2ccccc12 | -6
C[C@@H]1CN([C@@H](C)CO)C(=O)c2cc(NS(=O)(=O)c3ccccc3)ccc2O[C@@H]1CN(C)S(C)(=O)=O | -3
O=C(C[C@H]1C[C@H]2c3cc(NC(=O)Nc4ccc(C(F)(F)F)cc4)ccc3O[C@H]2[C@H](CO)O1)NCc1ccccn1 | -5
COc1ccc(NC(=O)Nc2ccc3c(c2)CC(=O)N([C@H](C)CO)C[C@H](C)[C@@H](CN(C)Cc2ccncc2)O3)cc1 | -3
C[C@@H]1CN([C@H](C)CO)C(=O)c2cc(NC(=O)Nc3ccc(C(F)(F)F)cc3)ccc2O[C@H]1CN(C)S(C)(=O)=O | -8
CCC(=O)N(C)C[C@H]1Oc2cc(C#CCC3CCCC3)ccc2S(=O)(=O)N([C@H](C)CO)C[C@H]1C | -6
COc1cc(O)c2c(c1)O[C@H](c1ccc(O)c(O)c1)[C@@H](O)C2=O | 2
C[C@@H]1CN([C@@H](C)CO)C(=O)Cc2cc(NS(=O)(=O)c3cccs3)ccc2O[C@@H]1CN(C)C | 8
COc1ccc(S(=O)(=O)Nc2ccc3c(c2)CC(=O)N([C@@H](C)CO)C[C@H](C)[C@@H](CN(C)C(=O)Nc2ccc(C(F)(F)F)cc2)O3)cc1 | -1

# New compounds follow:
Compound | NSD2 inh
CC(C)NC(=O)Nc1ccc2c(c1)C(=O)N([C@H](C)CO)C[C@@H](C)[C@H](CN(C)Cc1ccc(C(=O)O)cc1)OCCCC[C@H](C)O2 | -67
COCC(=O)N(C)C[C@@H]1Oc2ncc(-c3ccc(F)cc3)cc2C(=O)N([C@@H](C)CO)C[C@H]1C | 5
Cc1ccc(S(=O)(=O)Nc2ccc3c(c2)CC(=O)N([C@@H](C)CO)C[C@@H](C)[C@H](CN(C)S(=O)(=O)c2c(C)noc2C)O3)cc1 | 0
C[C@@H]1CCCCO[C@@H](CN(C)S(=O)(=O)c2cn(C)cn2)[C@@H](C)CN([C@H](C)CO)C(=O)c2cc(NS(=O)(=O)c3cccs3)ccc2O1 | -1
C[C@H](CO)N1C[C@H](C)[C@H](CN(C)C(=O)CCC(F)(F)F)OCCCC[C@H](C)Oc2ccc(NC(=O)Nc3ccccc3)cc2C1=O | 0
C/C=C/c1ccc2c(c1)O[C@@H](CN(C)C(=O)Nc1ccc(OC)cc1)[C@H](C)CN([C@H](C)CO)S2(=O)=O | -8
Cc1noc(C)c1S(=O)(=O)Nc1ccc2c(c1)C(=O)N([C@H](C)CO)C[C@H](C)[C@H](CN(C)CC1CC1)OCCCC[C@H](C)O2 | 3
C[C@H]1CN([C@@H](C)CO)C(=O)c2cccc(NC(=O)C3CCOCC3)c2O[C@@H]1CN(C)C(=O)Nc1ccc(F)cc1 | 4
Cc1noc(C)c1NC(=O)Nc1ccc2c(c1)C(=O)N([C@@H](C)CO)C[C@@H](C)[C@@H](CN(C)C(=O)CCCN(C)C)OCCCC[C@H](C)O2 | 7
CC(=O)N(C)C[C@@H]1Oc2ncc(C#Cc3ccccc3F)cc2C(=O)N([C@@H](C)CO)C[C@H]1C | 6
O=C(C[C@@H]1C=C[C@H](NS(=O)(=O)c2ccccc2)[C@@H](CO)O1)NCc1ccc(Cl)c(Cl)c1 | 4
CS(=O)(=O)Nc1ccc2c(c1)[C@@H]1C[C@H](CC(=O)NCCN3CCCCC3)O[C@H](CO)[C@@H]1O2 | 2
C[C@H]1CCCCO[C@@H](CN(C)Cc2ccc(C(=O)O)cc2)[C@@H](C)CN([C@@H](C)CO)C(=O)c2cc(NS(=O)(=O)c3ccccc3)ccc2O1 | -3
C[C@H](CO)N1C[C@H](C)[C@H](CN(C)C(=O)c2ccccc2)OCc2cn(nn2)CCCC1=O | 12
CC(C)C#Cc1cnc2c(c1)C(=O)N([C@H](C)CO)C[C@H](C)[C@H](CN(C)C(=O)Nc1ccccc1)O2 | 0

# Sorted by the number under NSD2 inh (ascending): 5 of the compounds above.
SMILES | NSD2 inh
C[C@H](CO)N1C[C@H](C)[C@H](CN(C)C(=O)CCC(F)(F)F)OCCCC[C@H](C)Oc2ccc(NC(=O)Nc3ccccc3)cc2C1=O | 0
Cc1noc(C)c1S(=O)(=O)Nc1ccc2c(c1)C(=O)N([C@H](C)CO)C[C@H](C)[C@H](CN(C)CC1CC1)OCCCC[C@H](C)O2 | 3
O=C(C[C@@H]1C=C[C@H](NS(=O)(=O)c2ccccc2)[C@@H](CO)O1)NCc1ccc(Cl)c(Cl)c1 | 4
CC(=O)N(C)C[C@@H]1Oc2ncc(C#Cc3ccccc3F)cc2C(=O)N([C@@H](C)CO)C[C@H]1C | 6
Cc1noc(C)c1NC(=O)Nc1ccc2c(c1)C(=O)N([C@@H](C)CO)C[C@@H](C)[C@@H](CN(C)C(=O)CCCN(C)C)OCCCC[C@H](C)O2 | 7

# Following part
Compound | NSD2 inh
C[C@@H]1CN([C@@H](C)CO)C(=O)c2cc(NS(=O)(=O)c3ccc(Cl)cc3)ccc2O[C@@H](C)CCCCO[C@H]1CN(C)C | 2
CC(=O)N1Cc2ccccc2C[C@@]2(N=C(c3ccc(OCCCO)cc3)O[C@H]2c2ccccc2)C1=O | -7
CCCC#Cc1cnc2c(c1)C(=O)N([C@@H](C)CO)C[C@H](C)[C@@H](CN(C)C(=O)Nc1cc(F)ccc1F)O2 | -9
C[C@@H]1CCCCO[C@H](CN(C)Cc2ccc(C(F)(F)F)cc2)[C@H](C)CN([C@@H](C)CO)C(=O)c2cc(NC(=O)CCCN(C)C)ccc2O1 | 0

# High-throughput results deposited in PubChem BioAssay by Broad Institute.
